Bioassay records as filed in PubChem BioAssay.
HCMV inh: qHTS Assay for inhibitors of the human cytomegalovirus (HCMV) | HFF cells, HCMV-luciferase reporter, 72 h; active compounds read low | activity change, negative = inhibition, % at 57.5 µM | actives 4.5% (n = 410,000) | AID 1259415, 2018; in the data active = activity change below about -60%; inconclusive = no clear call, values can overlap the other calls; inactive = above about -39%
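Two-dose cell screen: HFF monolayers treated with compounds and infected with luciferase-expressing HCMV at 1 PFU/cell, 72 h at 37C, then lysed for luciferase measurement.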
Sm TGR block: qHTS Assay for the Inhibitors of Schistosoma Mansoni Peroxiredoxins | Schistosoma mansoni thioredoxin glutathione reductase (TGR), Q962Y6 | purified TGR, DTNB reduction, TNB absorbance 405 nm | Potency, µM (titrated, usually from 114 µM), inactives show top-dose activity change, negative = inhibition, actives largely listed as inhibitors | actives 3% (n = 360,000) | AID 485364, 2010; note: potency is the fitted concentration of half-maximal effect; nearly all actives have a fitted effect of over 60% in size
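Kinetic colorimetric format: TGR-catalysed, NADPH-driven DTNB reduction monitored via TNB absorbance. Enzyme dispensed at 20 nM; compound exposure 15 min at room temperature before reaction start.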
HCV inh: qHTS Assay for Inhibitors of Hepatitis C Virus (HCV) | Huh7.5.1 HCVcc-Cre infection, luciferase reporter, 44 h | Potency, µM (doses to about 41.8 µM), inactives show at the top dose activity change, negative = inhibition, actives largely listed as inhibitors | actives 3.4% (n = 340,000); note: potency is the fitted concentration of half-maximal effect
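1,000 cells/well; 4 h culture; + compound; + HCVcc-Cre (~0.5 moi); 44 h; luciferase substrate, RT 15 min; read 15 sec.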
FBPA Giardia inh: qHTS Assay for Inhibitors of Fructose-1,6-bisphosphate Aldolase from Giardia Lamblia; purified Giardia FBPA; Potency, µM (doses to about 59.6 µM), for the others: top-dose activity, negative = inhibition, hits mostly inhibitors; actives 0.71% (n = 290,000); AID 2451, 2010; note: potency is the fitted concentration of half-maximal effect; nearly all actives have a fitted effect of over 55% in size
Target sequence (A8B2U2 whole entry, looked up): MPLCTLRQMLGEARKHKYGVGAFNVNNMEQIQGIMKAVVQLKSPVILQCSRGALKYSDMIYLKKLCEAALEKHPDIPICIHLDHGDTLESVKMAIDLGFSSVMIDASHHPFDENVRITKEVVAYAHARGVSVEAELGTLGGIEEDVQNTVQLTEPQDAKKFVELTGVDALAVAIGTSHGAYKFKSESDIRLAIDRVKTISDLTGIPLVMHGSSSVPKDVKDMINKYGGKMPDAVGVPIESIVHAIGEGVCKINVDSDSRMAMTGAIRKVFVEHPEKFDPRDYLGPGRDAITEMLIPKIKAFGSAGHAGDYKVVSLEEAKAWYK
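Giardia FBPA (40 nM reagent) was preincubated 10 min at RT with compound (up to 57.5 uM final), then substrate plus GAPDH/TPI/NAD/arsenate coupling system with diaphorase/resazurin was added; resorufin fluorescence (525/598 nm) was read after 20 min.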
AMA1 RON2 block: qHTS for Inhibitors of AMA1-RON; Towards Development of Antimalarial Drug Lead: Primary Screen; Potency, µM (top dose mostly 58.2 µM), without a hit: top-dose activity change, negative = inhibition, usual class: inhibitors; AlphaScreen AMA1-biotinylated RON2 peptide binding; actives 0.2% (n = 360,000);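 note: potency is the fitted concentration of half-maximal effect; 0% = vehicle wells and -100% = peptide control; nearly all actives have a fitted effect of over 45% in size; some results filed as inactive show a strong effect at the top dose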
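AMA1 (3D7) with his tag at 25 nM final met compounds first, then biotinylated RON2 peptide at 25 nM; detection used donor plus acceptor beads, 10 µg/mL apiece, read by AlphaScreen after 30 min at room temperature.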
AmpC inh detg: qHTS Inhibitors of AmpC Beta-Lactamase (assay with detergent). P00811. Potency, µM (top dose mostly 114 µM), inactives show at the top dose activity change, negative = inhibition, most hits filed as inhibitors. actives 0.041% (n = 370,000). AID 485294, 2010. AmpC hydrolysis of nitrocefin, absorbance 480 nm, 0.01% Triton;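 note: potency is the fitted concentration of half-maximal effect; 0% = no-compound wells and -100% = no-enzyme wells; nearly all actives have a fitted effect of over 25% in size; some results filed as inactive show a strong effect at the top dose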
Target sequence (P00811 whole entry, looked up): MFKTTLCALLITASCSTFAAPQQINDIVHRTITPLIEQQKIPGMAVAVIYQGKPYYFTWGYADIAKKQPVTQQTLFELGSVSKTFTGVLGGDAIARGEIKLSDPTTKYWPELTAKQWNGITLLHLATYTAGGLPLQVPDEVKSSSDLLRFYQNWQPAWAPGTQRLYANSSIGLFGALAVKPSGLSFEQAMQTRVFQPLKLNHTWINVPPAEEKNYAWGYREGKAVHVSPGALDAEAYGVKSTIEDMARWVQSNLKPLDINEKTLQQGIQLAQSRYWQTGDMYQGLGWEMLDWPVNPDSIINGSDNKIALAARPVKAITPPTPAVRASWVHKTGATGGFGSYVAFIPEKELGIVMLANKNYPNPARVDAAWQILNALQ
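20 mM phosphate pH 7.0 + 0.01% (detergent screen) or 0.0001% Triton X-100; 5.3 nM AmpC reagent; cpd preinc 15 min RT; nitrocefin (800 uM stock) to start; A480 q20 s × 4 min; Activity was normalised to no-enzyme and no-compound control wells.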
An asterisk follows results filed as active; u = inconclusive; x = not tested or not shown; & = joins results of further samples; [ ] = remark or other dose. Unless noted, calls come from the whole dose curve; as a rule, active = well fitted curve in the direction sought with a large enough effect; inconclusive = small, poorly fitted or top-dose-only effect, or another doubt; inactive = no such curve, though single readings can be large; an effect the other way counts as inactive or inconclusive. Unless noted, % is set by controls: 0 for no effect and ±100 for the full control effect.

smiles,HCMV inh,Sm TGR block,HCV inh,FBPA Giardia inh,AMA1 RON2 block,AmpC inh detg
O=C1C2C(C(=O)N1Cc1ccco1)C1C=CC2C12CC2 (configuration not stated),85,-18%,-1%,2%,3%,-1%
O=C(COC(=O)c1ccccc1[N+](=O)[O-])NC(=O)c1ccccc1,4,-1%,14%,x,-12%,-15%
CCOC(=O)Nc1ccc2c(CN3CCN(S(=O)(=O)c4ccccc4F)CC3)cc(=O)oc2c1,u,-10%,u,x,-8%,2%
COc1ccc(-n2cc(C(=O)Nc3cc([N+](=O)[O-])ccc3OC)c3ccccc3c2=O)cc1,u,-4%,-4%,3%,-3%,-2%
C=CCNc1nc(C(F)(F)F)nc2c1nnn2Cc1ccccc1Cl,24,6%,1%,6%,26%,-10%
CCOC(=O)C1CCN(C(=O)c2nn(-c3ccc(OC)c(Cl)c3)c(=O)c3c2c2ccccc2n3C)CC1,57,6%,x,x,x,1%
CCC(=O)OC1CCC2C3CCC4CC(=O)C=CC4(C)C3CCC12C (configuration not stated),-30,x,1%,x,-10%,x
C[C@H](CO)N1C[C@H](C)[C@@H](CN(C)CC2CCCCC2)Oc2c(NS(=O)(=O)c3ccccc3)cccc2C1=O,-17,x,0%,x,1%,x
O=C(CNC(=O)c1ccc(Cl)cc1)NNC(=O)c1ccc(Br)cc1,21,x,-4%,x,55%[activator],x
COc1ccccc1CNC(=O)C1CCCN(c2nnc(C)c3c(C)n(-c4ccccc4)nc23)C1 (configuration not stated),-11,5%,x,x,x,19%
O=C1CCc2cc(S(=O)(=O)NCCC(=O)N3CCN(c4cccc(Cl)c4)CC3)ccc2N1,u,9%,u,0%,3%,u
CC(C)NC(=O)N(C)C[C@H]1Oc2ccc(NC(=O)NC3CCCCC3)cc2C(=O)N([C@H](C)CO)C[C@@H]1C,-6,x,u,x,17%,x
O=C(Nc1nnc(CSCc2ccc(F)cc2)s1)c1cccc([N+](=O)[O-])c1,-4,1%,8%,u,-3%,-8%
Cc1nn(-c2ccccc2)c(C)c1/C=N/NC(=O)c1ccc(F)cc1,2,x,u,x,-1%,x
Cc1ccsc1/C=N/NC(=O)c1ccco1,-5,-4%,16%,-2%,-5%,-13%
CCOc1ccc(NC(=O)CSc2nnc(-c3ccco3)n2N)cc1,-15,-10%,5%,x,-3%,0%
CN1C2CCC1C(C(=O)O)C(O)C2 (configuration not stated),-14,x,-11%,x,7%,x
COc1ccccc1-n1c(-c2ccc(Cl)cc2)c[nH]c1=S,-39,2%,u,-5%,47%[activator],6%
O=C(CCC(=O)c1cccs1)NNC(=O)c1ccccc1O,2,11µM*,17%,x,0%,1%
COc1ccccc1NC(=O)C1=C(C)Nc2nc(-c3ccco3)nn2C1c1ccccc1F (configuration not stated),6,u,x,x,x,9%
CC(C)(C)OC(=O)NCCc1nnc(SCC(=O)Nc2ccc(Br)cc2)o1,33,5%,12%,1%,-23%,-1%
Nc1ccccc1C#CCCCCO,-13,-11%,2%[8.37 µM],-1%&-23%,4%,u
Cc1cc(C)cc(NC(=S)/C(=C(\[O-])c2ccc(Cl)cc2Cl)[n+]2ccc(C(C)(C)C)cc2)c1,-27,2%,15%,6%,8%,-14%
CCN(CC(=O)NCc1ccc(Cl)cc1)C(=O)c1c(C)noc1C,-22,-10%,14%,x,12%[11.6 µM],0%
Cc1ccc(S(=O)(=O)N2CCCC2CNC(=O)C(=O)NCCN2CCOCC2)cc1 (configuration not stated),-21,2%,-17%,x,-3%,u

The last 3 entries of the section before are carried over, then new ones follow:
smiles,HCMV inh,Sm TGR block,HCV inh,FBPA Giardia inh,AMA1 RON2 block,AmpC inh detg
Cc1cc(C)cc(NC(=S)/C(=C(\[O-])c2ccc(Cl)cc2Cl)[n+]2ccc(C(C)(C)C)cc2)c1,-27,2%,15%,6%,8%,-14%
CCN(CC(=O)NCc1ccc(Cl)cc1)C(=O)c1c(C)noc1C,-22,-10%,14%,x,12%[11.6 µM],0%
Cc1ccc(S(=O)(=O)N2CCCC2CNC(=O)C(=O)NCCN2CCOCC2)cc1 (configuration not stated),-21,2%,-17%,x,-3%,u
CSc1ncccc1C(=O)OCC(=O)c1ccc2c(c1)NC(=O)CO2,-8,0%,9%,0%,0%,5%
Cc1csc(NC(=O)CSc2nc3nc(C)cc(C)n3n2)n1,0,-10%,2%,x,-11%,4%
Cn1c(OCc2cccnc2)nc2c1c(=O)n(Cc1ccc(F)cc1)c(=O)n2C,-16,-4%,u,2%,-5%,3%
COc1ccc(NC(=O)Cn2nnc(C(=O)NCc3ccc(C)cc3)c2N)cc1Cl,-3,-6%,13%,8%,-11%,-13%
COc1ccc(C2c3c(-c4cc(Cl)c(C)cc4O)n[nH]c3C(=O)N2Cc2cccnc2)cc1OC (configuration not stated),-18,7%,-7%&-7%,12%,48%[activator],0%
COc1cc(OC)c(/C=N/NC(=O)Cn2nc([N+](=O)[O-])cc2C)c(OC)c1,20,19%,-1%,0%,16%,0%
COc1cccc(-c2ncc3ccccc3c2COC(=O)c2ccc(Br)cc2)c1,3,-18%,4%,x,-2%,3%
CCOC(=O)/C(=C\c1cccc(O)c1)c1nc2sc(C)c(C)c2c(=O)[nH]1,-99*,-35%,1%,2%,0%,-6%
COc1cccc(NC(=S)NCc2ccccn2)c1,47,3%,7%,-21%,74%[activator],10%
Cc1cc(OCC(=O)N(Cc2sccc2C)C2CCS(=O)(=O)C2)ccc1Cl (configuration not stated),49,12%,x,x,x,19%
COc1ccc(OC)c(NC(=O)C2CCN(S(=O)(=O)c3ccc4c(c3)OCCO4)CC2)c1,-2,-11%,-17%,x,-6%,u
COc1cc(Cl)c(C)cc1NC(=O)CC(c1ccc(F)cc1)N1Cc2ccccc2C1=O (configuration not stated),10,2%,x,x,x,21%
CCOCCCNC(=O)CCNS(=O)(=O)c1ccc(C)cc1,71,7%,-3%,4%,-3%,-9%
COc1ccc(Cl)cc1N(C(C)C(=O)NC1CCCC1)S(C)(=O)=O (configuration not stated),u,-4%,3%,3%,-28%,1%
CCN(CC(=O)Nc1cc(Cl)ccc1C)C(=O)CSCc1ccccc1,-11,1%,5%,x,12%,-9%
O=C(NCCc1cnccn1)C1CCC(=O)N(Cc2ccc(Cl)cc2)C1 (configuration not stated),37,-1%,12%,x,5%,4%
CC(=O)Nc1ccc(NC(=O)C2C3CCC(C3)C2C(=O)O)cc1 (configuration not stated),x,-2%,7%,7%,-10%,4%
O=C(N/N=C/c1cn(-c2ccccc2)nc1-c1ccccc1)c1ccco1,-21,-13%,u,-4%,-4%,-7%
CCCn1nnc(NC(=O)/C=C/c2ccco2)n1,35,5.6µM*,14%,5%,-11%,6%
Nc1c(N)c2ccccc2oc1=O,56,-8%,21%,-30%,38%[activator],-3%
Cc1ccc(S(=O)(=O)N(CCC(=O)NCc2ccc(S(N)(=O)=O)cc2)c2ccccc2)cc1,3,1%,13%,x,5%,-7%
Cc1ccc(CN2CCN(Cc3ccccn3)CC2CCO)cc1 (configuration not stated),-17,u,1%,-12%,9%,4%
Cc1cccc(NC(=O)CN2C(=O)CCSc3ccc(S(=O)(=O)N4CCOCC4)cc32)c1C,2,-1%,-6%,1%,-9%,-2%
O=C(CCNC(=O)c1ccccc1Cl)Nc1nc(-c2ccccc2Cl)cs1,-29,0%,-27%,-3%,-5%,-16%
O=C(CC1N=C2c3ccccc3N=C(SCc3cccc(F)c3)N2C1=O)NCc1ccc2c(c1)OCO2 (configuration not stated),19,-3%,x,x,x,-1%
O=C(NCc1ccc2c(c1)OCO2)c1cc(-c2ccccn2)nc2ccccc12,-19,1%,10µM*,9%,-19%,u
CCN(CC)CCCNC(=O)C1c2cc(OC)c(OC)cc2C(=O)N(C)C1c1cccnc1 (configuration not stated),-4,2%,-1%,0%,8%,-14%
Cc1ccccc1NC(=O)c1cc([N+](=O)[O-])ccc1NCCN1C(=O)CCC1=O,4,-7%,19%,1%,-14%,-5%
COc1ccc(Nc2cc(C)nc(N3CCOCC3)n2)cc1,1,-5%,-20%,1%,-10%,u
COc1ccc(Cn2c(CNS(=O)(=O)c3ccc(Cl)s3)nc3cccnc32)cc1,u,8%,x,x,x,3%
CC(=O)Nc1cc(C(=O)NCc2ccco2)ccc1Sc1ccc(F)cc1,-17,-7%,-3%,0%,-8%[2.32 µM],u
CS(=O)(=O)CCC(C(=O)Nc1ccc2c(c1)OCO2)N1Cc2ccccc2C1=O (configuration not stated),-13,-34%,9%,5%,15%,-5%
Cc1nn(C(=O)c2ccccc2)c2c1C(=O)CC(C)(C)C2,3,-28%,20%,6%,1%,-13%
CCOC(=O)N1CCN(Cc2ccc3ccccc3c2)CC1,32,-25%,-5%,25µM*,-27%,u
COc1ccc(CN2C(=O)Cc3c2nc(N)c2c(N)nc(N4CCCCC4)c(C#N)c32)cc1,x,-2%,-14%,u,x,-8%
CCCOC(=O)C(=O)NNc1ccccc1,-32,1%,-5%,4%,6%,6%
Cc1nn(C)c(C)c1S(=O)(=O)N1CCCC(C(=O)N2CCN(c3ccc(Cl)cc3)CC2)C1 (configuration not stated),u,2%,u,16%,-6%,-4%
COc1ccc(OC)c(NC(=S)Nc2ccccc2)c1,-38,-29%,-23%,u,-1%,-1%
Cc1ccc(OC(C)C(=O)OCC(=O)Nc2sccc2C(N)=O)cc1 (configuration not stated),0,x,-8%,x,5%[11.6 µM],x
Cc1cc(NC(=O)CSc2cn(CC(=O)N(C(C)C)C(C)C)c3ccccc23)no1,-34,-12%,u,3%,-3%,4%
O=C(COc1ccc2ccc(=O)oc2c1)c1ccccc1,44,-7%,-8%,6%,8%,-6%
O=C(O)Cn1c2ccccc2c2ccccc21,-11,9%,4µM*,5%,-4%,11%
COc1ccccc1CNC(=O)COC(=O)c1ccc(S(=O)(=O)N2CCCCC2)cc1,u,x,13%,x,5%[11.6 µM],x
CCOc1ccc(CCNS(=O)(=O)c2ccc3c(c2)oc(=O)n3C)cc1OCC,-26,-7%,11%,x,-6%,1%
O=C(N/N=C/c1c(F)c(F)c(F)c(F)c1F)c1cccc(S(=O)(=O)N2CCOCC2)c1,-11,-12%,5%,6%,8%,-18%
CSc1n[nH]c(NCc2ccc(Cl)cc2)n1,-4,-2%,5%,1%,4%,-5%
N#Cc1cccc(NC(=O)C2CCCN(C(=O)c3ccc(Cl)cc3)C2)c1 (configuration not stated),-66*,-4%,u,x,-9%,2%
O=C(CSc1nnc(-c2cccs2)o1)Nc1cccc(C(F)(F)F)c1,24,1%,x,x,x,1%
